# Pol beta inh: blocks human DNA polymerase beta activity; P06746; Pol beta primer extension/strand displacement, fluorescence kinetic; Potency, µM (titrated, usually from 114 µM), without a hit: top-dose activity change, negative = inhibition, most hits filed as inhibitors; hit rate 1.3% among 340,000; AID 485314; note: % is set by controls: 0 for no effect and ±100 for the full control effect
#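 Reaction started by 50 nM substrate onto compound-treated Pol beta (10 nM, 15 min preincubation, room temperature); plates read at 0 min and 10 min. Normalized concentration-effect data fitted by four-parameter Hill equation.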
# Pol iota inh: blocks human DNA polymerase iota activity; Pol iota fluorescent replication assay, 10 min; Potency, µM (doses to about 115 µM), inactives show at the top dose activity, negative = inhibition, usual class: inhibitors; hit rate 1% among 390,000; AID 588590
# Target sequence (Q9UNA4 whole entry, looked up): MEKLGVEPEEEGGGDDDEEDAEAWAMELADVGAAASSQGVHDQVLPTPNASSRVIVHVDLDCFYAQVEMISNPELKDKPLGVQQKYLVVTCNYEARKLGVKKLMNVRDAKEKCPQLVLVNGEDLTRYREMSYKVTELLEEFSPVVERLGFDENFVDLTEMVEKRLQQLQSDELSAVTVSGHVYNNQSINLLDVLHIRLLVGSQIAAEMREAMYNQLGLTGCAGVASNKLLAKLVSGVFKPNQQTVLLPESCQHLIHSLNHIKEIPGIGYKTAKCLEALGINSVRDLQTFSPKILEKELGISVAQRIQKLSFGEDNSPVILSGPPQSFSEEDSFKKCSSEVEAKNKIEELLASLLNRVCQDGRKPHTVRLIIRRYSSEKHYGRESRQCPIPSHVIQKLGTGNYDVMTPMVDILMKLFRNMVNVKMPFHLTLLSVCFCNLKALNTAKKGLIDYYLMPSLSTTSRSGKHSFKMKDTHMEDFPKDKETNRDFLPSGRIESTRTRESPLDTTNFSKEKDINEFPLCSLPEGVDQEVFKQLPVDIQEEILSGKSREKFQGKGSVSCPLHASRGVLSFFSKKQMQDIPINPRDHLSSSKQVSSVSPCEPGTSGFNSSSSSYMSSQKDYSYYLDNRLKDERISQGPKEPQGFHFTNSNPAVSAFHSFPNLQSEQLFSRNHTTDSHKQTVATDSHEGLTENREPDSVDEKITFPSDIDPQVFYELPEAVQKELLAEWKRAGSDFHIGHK
#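 Fluorescent replication assay read twice, at 0 min and 10 min after adding 50 nM (final) substrate. Enzyme (10 nM) and compounds were first incubated 15 min at room temperature; enzyme-free buffer wells were negative controls.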
# Pol eta inh: DNA polymerase eta (human) inhibition | Q9Y253 | recombinant Pol eta, fluorescent DNA replication assay | Potency, µM (series often up to 114 µM), for the others: top-dose activity change, negative = inhibition, actives largely listed as inhibitors | hit rate 1.2% among 390,000 | AID 588591; note: % is set by controls: 0 for no effect and ±100 for the full control effect
#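 Pol eta at 10 nM preincubated with compounds 15 min at room temperature; reaction started with fluorescent substrate (50 nM final) and read kinetically at 0 and 10 min.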
# BLM inh: Bloom syndrome helicase (human) inhibition | Potency, µM (series often up to 56.1 µM), for inactives: top-dose activity change, negative = inhibition, usual class: inhibitors | P54132 | hit rate 0.2% among 350,000 | recombinant BLM DNA unwinding, fluorescence dequenching;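 note: plate controls were vehicle for no effect and no enzyme for full effect; nearly all actives have a fitted effect of over 35% in size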
# G9a inh: blocks human histone lysine methyltransferase G9a. Potency, µM (titrated, usually from 102 µM), for the others: at the highest dose activity, negative = inhibition, most hits filed as inhibitors. G9a H3K9 monomethylation, AlphaScreen, 2 h. hit rate 8.8% among 350,000. AID 504332; note: % is set by controls: 0 for no effect and ±100 for the full control effect; nearly all actives have a fitted effect of over 75% in size
# Target sequence (Q96KQ7 913-1193 limits assumed): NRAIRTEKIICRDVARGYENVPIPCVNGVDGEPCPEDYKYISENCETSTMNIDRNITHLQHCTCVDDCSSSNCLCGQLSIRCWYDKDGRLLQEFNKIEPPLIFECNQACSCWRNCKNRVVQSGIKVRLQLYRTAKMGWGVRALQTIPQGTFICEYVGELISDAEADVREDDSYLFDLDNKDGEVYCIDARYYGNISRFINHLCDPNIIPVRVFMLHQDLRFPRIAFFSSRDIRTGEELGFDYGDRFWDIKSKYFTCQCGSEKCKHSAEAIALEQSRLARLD
#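 Readings reflect AlphaScreen signal from monomethyl-H3K9 antibody detection. HMT at 20 nM; substrate b-H3K9 500 nM; cofactor SAM 20 uM; 2 h RT reaction; compounds tested as titrations in qHTS with 15 min preincubation.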
# JMJD2A Tudor: inhibitors of human JMJD2A Tudor domain; O75164; AlphaScreen JMJD2A-Tudor / H3K4me3 peptide binding; Potency, µM (titrated, usually from 114 µM), for the others: at the highest dose activity change, negative = inhibition, most hits filed as inhibitors; hit rate 4.4% among 390,000; AID 504339; note: % is set by controls: 0 for no effect and ±100 for the full control effect; nearly all actives have a fitted effect of over 50% in size
# POLK inh: blocks human DNA polymerase kappa activity; Q9UBT6; purified Pol kappa, fluorescent DNA synthesis assay, 10 min; Potency, µM (top dose mostly 107 µM), without a hit: top-dose activity, negative = inhibition, hits mostly inhibitors; hit rate 0.53% among 400,000; AID 588579; note: % is set by controls: 0 for no effect and ±100 for the full control effect
#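 Kinetic fluorescence readout at 0 and 10 min followed reaction start with substrate at 50 nM final. Beforehand, enzyme (10 nM Pol kappa) stood 15 min with compound at room temperature; buffer-only wells were negative controls.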
# BAZ2B inh: BAZ2B (human) inhibition. AlphaScreen BAZ2B-H3K14Ac peptide displacement. Potency, µM (top dose mostly 114 µM), inactives show at the highest dose activity change, negative = inhibition, hits mostly inhibitors. hit rate 4.4% among 360,000; note: % is set by controls: 0 for no effect and ±100 for the full control effect; nearly all actives have a fitted effect of over 60% in size
#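 AlphaScreen displacement: compounds (up to 110uM) incubated 30 min at room temperature with a preformed 50 nM BAZ2B/50 nM biotinylated H3K14Ac peptide complex in PBS pH 7.4 with Tween-20. Donor and acceptor beads at 10 ug/mL final added, 20 min light-protected before reading.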
# APEX1 inh: inhibitors of human APE1 endonuclease | hit rate 0.35% among 350,000 | Potency, µM (series often up to 65.8 µM), without a hit: at the top dose activity change, negative = inhibition, usual class: inhibitors | AID 2517 | P27695 | recombinant APE1, TAMRA/BHQ-2 abasic DNA cleavage fluorescence;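 note: plate controls were vehicle for no effect and reference inhibitor for full effect; nearly all actives have a fitted effect of over 55% in size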
#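 APE1 at 0.75 nM final was preincubated with compound 15 min at room temperature, then 50 nM double-stranded THF abasic-site substrate (5'-TAMRA/3'-BHQ-2) was added. Fluorescence (ex 525/em 598 nm) was read kinetically; third-minus-first read gave activity.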
# Starred values were filed as active, the others as inactive; ? = inconclusive; nt = not tested or not shown; & = joins results of further samples; [ ] = another dose, or the depositor's remark. Calls come from the whole dose curve; as a rule, active = well fitted curve in the direction sought with a large enough effect; inconclusive = small, poorly fitted or top-dose-only effect, or another doubt; inactive = no such curve, though single readings can be large; an effect the other way counts as inactive or inconclusive. Potency is the fitted concentration of half-maximal effect.
structure	Pol beta inh	Pol iota inh	Pol eta inh	BLM inh	G9a inh	JMJD2A Tudor	POLK inh	BAZ2B inh	APEX1 inh
O=S(=O)(NCC(c1ccco1)N1CCc2ccccc2C1)c1ccc(F)cc1 (stereo not given)	nt	28.6%	-13.7%	nt	3.9%	-14.8%	-2.2%	7.1%	18.3%
COc1ccc2c3c(c(=O)oc2c1)C1O[C@](c2ccsc2)(Cc2cc(C#N)ccc21)O3	3.16µM*	nt	nt	?	?	nt	nt	12.6µM*	-25.9%[12.4 µM]
Cc1ccc(N(CC(=O)O)C2SC(=O)NC2=O)cc1 (stereo not given)	-23.0%	-8.1%	-3.4%	-12.4%	4.3%[12.7 µM]	-30.3%	-25.1%	-4.0%	2.6%
COc1ccc(NC(=O)c2nnn(CC(=O)Nc3cccc(C)c3C)c2N)c(OC)c1	-10.0%	?	nt	-8.1%	-4.6%[59 µM]	-1.3%	-4.4%	7.9%[57.1 µM]	nt
O=C(/C=N/O)NCCCN1CCCCCC1	-7.9%	8.0%	1.3%	0.4%	44.7µM*	?	-1.6%	50.1µM*	3.0%
COCCN(C(=O)c1ccccc1)c1nc(-c2ccc(OC)cc2)cs1	-9.0%	-18.1%	-13.3%	-10.3%	14.4%	13.7%	11.1%	-1.2%	11.5%
CCc1ccccc1NC(=O)c1ccc(F)c(S(=O)(=O)N2CCC(C(N)=O)CC2)c1	19.0%	1.1%[58.9 µM]	0.4%	1.1%	11.9%[59 µM]	-6.3%	-10.7%	2.1%	-6.4%
CCN(c1ccccc1)S(=O)(=O)c1cc(-c2onc(C)c2C)ccc1OC	-16.8%	8.6%	-4.3%	-10.1%	9.4%[59 µM]	7.8%	-0.8%	-9.9%	nt
Cc1cc(C)cc(N(CC(=O)Nc2cccc(C)c2C)S(=O)(=O)c2c(C)[nH]c(=O)[nH]c2=O)c1	10.8%&33.4%	20.4%&-0.7%	-20.1%&-13.8%	-0.2%&3.7%	23.9%	-10.4%&-11.1%	4.1%&-5.8%	-4.5%&-9.9%	14.4%
Cc1ccc(C)c(COC(=O)c2cc([N+](=O)[O-])ccc2N2CCOCC2)c1	nt	3.5%	-8.8%	nt	?	-31.6%	-8.3%	-9.3%	-19.5%
COc1ccc(C)cc1NC(=O)C1CCCCN1S(=O)(=O)c1ccccc1 (stereo not given)	nt	-4.5%	-25.7%	nt	nt	18.8%	-27.1%	nt	21.2%
C[N+]1(CCOC(=O)C2(c3ccccc3)CCCC2)CCCCC1	-0.2%	23.8%	-5.5%	-6.9%	-2.1%	-15.6%	-6.1%	-9.6%	3.9%
COCc1[nH][nH]c(=O)c1C=Nc1ccc(F)cc1F	8.1%	-21.0%	-15.3%	-3.2%	20µM*	?	-2.1%	?	16.3%
CCOC(=O)C1CCCN(c2c(C(=O)c3ccccc3)cnc3ccc(F)cc23)C1 (stereo not given)	-22.7%	?	-5.7%	-3.8%	?	-32.0%	-18.5%	-23.3%	nt
COc1ccc(Cl)c2sc(N3CCN(C(=O)C4=COCCO4)CC3)nc12	nt	15.9%	-9.7%	nt	?	-17.2%	-6.9%	4.3%	0.7%
Cn1c(CO)cnc1SCc1ccc([N+](=O)[O-])cc1	-26.8%	-1.0%	-12.2%	-0.2%	-42.3%	-8.2%	-4.6%	-37.1%	0.9%
Cc1nc2n[nH]c(N)c2c2c1COC(C)(C)C2	0.6%	1.0%	-14.6%	4.9%	11.1%	-6.8%	-15.3%	7.3%	1.1%
OCCC1CN(Cc2ccc3cc(Cl)ccc3n2)CCN1Cc1ccsc1 (stereo not given)	2.4%	23.3%	-5.5%	-1.4%	?	-24.8%	-13.8%	-16.0%	-0.2%
NC(=O)NC(=O)COC(=O)c1sc2ccccc2c1Cl	4.6%	5.3%	-26.5%	-2.9%	-1.8%	-10.3%[11.4 µM]	-9.2%	1.5%	9.1%
Cc1cccn2c(=O)c(/C=C(\C#N)c3nc4ccccc4n3C)c(Oc3ccc(Br)cc3)nc12	?	36.4%[activator]	?	-12.6%	4.0%[59 µM]	-12.7%	?	-12.4%	nt

# Reformatted: results already given
> COCc1[nH][nH]c(=O)c1C=Nc1ccc(F)cc1F
  Pol beta inh = 8.1% | Pol iota inh = -21.0% | Pol eta inh = -15.3% | BLM inh = -3.2% | G9a inh = 20µM* | JMJD2A Tudor = ? | POLK inh = -2.1% | BAZ2B inh = ? | APEX1 inh = 16.3%

> CCOC(=O)C1CCCN(c2c(C(=O)c3ccccc3)cnc3ccc(F)cc23)C1 (stereo not given)
  Pol beta inh = -22.7% | Pol iota inh = ? | Pol eta inh = -5.7% | BLM inh = -3.8% | G9a inh = ? | JMJD2A Tudor = -32.0% | POLK inh = -18.5% | BAZ2B inh = -23.3% | APEX1 inh = nt

> COc1ccc(Cl)c2sc(N3CCN(C(=O)C4=COCCO4)CC3)nc12
  Pol beta inh = nt | Pol iota inh = 15.9% | Pol eta inh = -9.7% | BLM inh = nt | G9a inh = ? | JMJD2A Tudor = -17.2% | POLK inh = -6.9% | BAZ2B inh = 4.3% | APEX1 inh = 0.7%

# Next section.
structure	Pol beta inh	Pol iota inh	Pol eta inh	BLM inh	G9a inh	JMJD2A Tudor	POLK inh	BAZ2B inh	APEX1 inh
Cc1ccc(NC(=O)C2CCC(CNS(=O)(=O)c3ccc4c(c3)CCCC(=O)N4)CC2)c(C)c1 (stereo not given)	-3.0%	-13.7%	-17.1%	-6.4%	11.9%[59 µM]	-1.3%	-8.2%	-4.4%	nt
Cc1nc2c(C)c(C)c(C)c(C)c2nc1C	8.1%	58.2%[activator]	-18.9%	-0.3%	nt	3.6%	-2.7%	3.6%	-3.7%
O=C(O)c1c(Cl)c(Cl)c(Cl)c(Cl)c1C(=O)N1CCCCCC1	46.7%	150.4%[activator]	-21.5%	1.8%	nt	-23.5%	-7.9%	-3.8%	19.8%
O=C(NCC(=O)N1CCN(c2ccccc2O)CC1)c1ccco1	-22.7%	79.4µM*	-19.0%	-2.4%	10.7%	-16.6%	-30.9%	-9.3%	34.8%
Cc1ccc(NC(=O)c2ccc3nc[nH]c3c2)cc1C	6.7%	80.8%[activator]	-3.3%	5.4%	?	-10.7%	-9.7%	-11.4%	-0.3%
Cc1ccc(C(=O)NC(NCC2CCCO2)C(Cl)(Cl)Cl)cc1 (stereo not given)	4.8%	2.0%	-14.7%	-5.7%	21.8%[59 µM]	-3.2%[57.1 µM]	-11.6%	-17.6%	7.0%
Cc1ccccc1N(C(=O)c1ccccn1)C(C(=O)NCc1ccccc1)c1ccncc1 (stereo not given)	53.5%	54.6%[activator]	-2.1%	0.8%	44.7%[activator]	-6.7%	-14.2%	-10.0%	-5.7%
Cc1nc2ccccc2c2oc(C(=O)NC3CC3)cc12	3.4%	12.0%	-1.6%	2.6%	12.6%	-6.1%	10.9%	6.8%	-10.5%
O=C1Cc2ccccc2N1c1ccccc1	19.9%	21.4%	4.3%	-2.7%	24.2%[59 µM]	9.0%	1.9%	-0.3%	-3.5%
COc1ccccc1CCNC(=O)c1ccoc1C	2.7%	8.7%	-3.9%	-0.5%	?	-16.0%	18.1%	9.6%	-0.9%

# Record cards (already shown). Order of screens: Pol beta inh, Pol iota inh, Pol eta inh, BLM inh, G9a inh, JMJD2A Tudor, POLK inh, BAZ2B inh, APEX1 inh
# O=C1Cc2ccccc2N1c1ccccc1 is entered as 19.9%, 21.4%, 4.3%, -2.7%, 24.2%[59 µM], 9.0%, 1.9%, -0.3%, -3.5%
# Cc1ccc(C(=O)NC(NCC2CCCO2)C(Cl)(Cl)Cl)cc1 (stereo not given) is entered as 4.8%, 2.0%, -14.7%, -5.7%, 21.8%[59 µM], -3.2%[57.1 µM], -11.6%, -17.6%, 7.0%

# Remaining list, next part.
structure	Pol beta inh	Pol iota inh	Pol eta inh	BLM inh	G9a inh	JMJD2A Tudor	POLK inh	BAZ2B inh	APEX1 inh
CCC(Sc1nc(N)c(NC(=O)c2ccc(OC)cc2)c(=O)[nH]1)C(=O)O (stereo not given)	?	57.1%[activator]	-20.5%	-2.4%	9.7%	-6.0%	-5.9%	-5.4%	6.4%
C/C(=N/N=C/c1ccccc1O)c1ccccc1O	9.3%	-17.0%	-7.3%	-6.7%	-3.4%	7.7%	6.7%	-2.5%	7.3%
COc1cccc(CN(C(=O)c2cccc(C)c2)C2CCS(=O)(=O)C2)c1 (stereo not given)	28.4%	4.9%	-10.9%	4.1%	-5.7%[59 µM]	-3.5%	4.3%	-6.6%	nt
Cc1ccc(-c2nnn3c2nc(NCCc2ccc(S(N)(=O)=O)cc2)c2ccccc23)cc1	5.01µM*	85.4%[activator]	-29.3%	?	-4.3%[59 µM]	-27.5%	2.4%	0.5%	10.7%
N#Cc1c(-c2ccccc2)nc2n1CCS2	-13.5%	24.3%	-9.7%	0.3%	7.1%	-24.4%	3.4%	-8.3%	-7.0%
COc1ccc(CCNc2oc(-c3ccco3)nc2C#N)cc1	6.9%	20.7%	-16.6%	0.1%	?	?	-8.9%	?	5.6%
O=C(C1CC1)N1CCC(Oc2cccc(C(=O)N3CCCCC3CCO)c2)CC1 (stereo not given)	-22.2%	1.1%	-19.4%	-0.3%	-38.2%	-2.1%	0.7%	4.6%	28.7%
O=C(CNC(=O)c1ccco1)OCc1ccc(Br)cc1	34.0%	31.5%[activator]	-18.8%	-1.1%	52.8%[activator]	-2.1%	7.0%	0.1%	31.9%
Cc1ccc(S(=O)(=O)NCCS(=O)(=O)N2CCN(c3ccccc3)CC2)cc1	12.4%&11.4%	19.0%&-5.5%	4.6%&-2.2%	-3.8%&2.2%	11.6%	2.9%&-11.5%	-18.0%	-15.9%&-3.5%	-4.3%
O=c1[nH]c(CN(CCc2ccccc2)S(=O)(=O)c2ccc(Cl)cc2)nc2ccccc12	?	-8.1%	-15.6%	-0.6%	9.6%[59 µM]	-20.0%	-19.6%	-4.6%	-11.8%
COc1ccc2cc(C(N)=O)c(=Nc3ccccc3)oc2c1	-9.0%	?	-5.5%	2.7%	19.6%[59 µM]	-16.7%	-3.2%	-4.7%	8.7%
Cc1ccccc1OCc1nnc(SCC(=O)NCc2ccccc2)n1C	-0.2%	14.4%	-4.6%	-2.7%	-3.1%[12.7 µM]	-3.8%[57.1 µM]	-6.4%	-1.0%	8.9%

# These rows are one share of the data; rates above refer to the full screens.
